FEN1 inhibitor: inhibitors of human flap endonuclease 1. Potency, µM (highest dose often 114 µM), for the others: at the highest dose activity change, negative = inhibition, actives largely listed as inhibitors. AID 588795. Recombinant FEN1 flap cleavage, fluorescence, 15 min. 390,000 tested, 0.35% active. P39748; also: nearly all actives have a fitted effect of over 65% in size
Target sequence (P39748 whole entry, looked up): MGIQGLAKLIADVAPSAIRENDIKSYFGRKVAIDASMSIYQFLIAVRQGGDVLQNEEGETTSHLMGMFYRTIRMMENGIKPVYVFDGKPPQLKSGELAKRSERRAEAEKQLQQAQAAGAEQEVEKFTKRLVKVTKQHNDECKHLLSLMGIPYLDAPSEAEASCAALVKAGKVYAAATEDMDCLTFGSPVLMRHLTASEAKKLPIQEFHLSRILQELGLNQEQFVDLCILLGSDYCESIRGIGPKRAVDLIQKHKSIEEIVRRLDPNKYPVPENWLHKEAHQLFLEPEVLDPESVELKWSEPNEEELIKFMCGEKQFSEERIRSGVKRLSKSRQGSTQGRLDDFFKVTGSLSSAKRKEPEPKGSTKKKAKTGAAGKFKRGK
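Nuclease activity of 10 nM FEN1 was measured after 15 min of room-temperature exposure to titrated compounds, by adding 50 nM flap substrate and reading plates at 0 and 15 min.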
TDP1 inh: TDP1 (human) enzyme inhibition; Q9NUW8; recombinant TDP1, AlphaScreen DNA substrate cleavage; Potency, µM (highest dose often 130 µM), for inactives: at the highest dose activity change, negative = inhibition, hits mostly inhibitors; 350,000 tested, 0.28% active; AID 485290; also: nearly all actives have a fitted effect of over 40% in size
Target sequence (Q9NUW8 whole entry, looked up): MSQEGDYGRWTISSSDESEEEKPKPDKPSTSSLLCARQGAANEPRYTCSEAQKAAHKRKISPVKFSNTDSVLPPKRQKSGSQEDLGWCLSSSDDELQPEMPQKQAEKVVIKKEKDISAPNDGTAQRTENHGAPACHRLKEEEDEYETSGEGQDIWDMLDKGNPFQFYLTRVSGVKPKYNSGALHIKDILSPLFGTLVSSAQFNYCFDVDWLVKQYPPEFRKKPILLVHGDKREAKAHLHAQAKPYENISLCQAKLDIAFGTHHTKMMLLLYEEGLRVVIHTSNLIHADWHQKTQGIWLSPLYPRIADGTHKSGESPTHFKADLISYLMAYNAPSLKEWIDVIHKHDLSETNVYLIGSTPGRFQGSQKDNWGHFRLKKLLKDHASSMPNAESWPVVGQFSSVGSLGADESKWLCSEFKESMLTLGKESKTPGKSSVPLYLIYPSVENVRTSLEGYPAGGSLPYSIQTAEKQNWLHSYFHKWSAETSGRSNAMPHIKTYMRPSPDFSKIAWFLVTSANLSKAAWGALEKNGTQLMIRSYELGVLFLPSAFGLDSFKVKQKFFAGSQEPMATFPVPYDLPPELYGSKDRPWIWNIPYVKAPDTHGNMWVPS
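Signal: AlphaScreen proximity between streptavidin donor and anti-FITC acceptor beads on intact substrate. Reaction: Tdp1 1 nM, substrate 15 nM final, 5 min RT after 15 min compound preincubation.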
N370S GC: inhibitors or activators of N370S glucocerebrosidase for Gaucher disease; P04062; N370S GC spleen homogenate, 4MU-glucoside fluorescence; Potency, µM (series often up to 59.4 µM), inactives show top-dose activity change, negative = inhibition, most hits filed as inhibitors; 330,000 tested, 0.092% active;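 also: 0% = full enzyme activity and -100% = no enzyme basal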
Starred values were filed as active, the others as inactive; ? = inconclusive; nt = no result given; & = joins results of further samples; [ ] = dose if it differs, or a comment. Calls follow the shape of the dose curve; as a rule, active = well fitted curve in the direction sought with a large enough effect; inconclusive = small, poorly fitted or top-dose-only effect, or another doubt; inactive = no such curve, though single readings can be large; an effect the other way counts as inactive or inconclusive. Unless noted, % is scaled to controls: 0 for no effect and ±100 for the full control effect; potency is read from the fitted curve at half-maximal effect.

nr	FEN1 inhibitor	TDP1 inh	mol	N370S GC
1	5%	nt	O=[N+]([O-])c1ccc(O)c(/C=N/n2c(-c3ccccc3)n[nH]c2=S)c1	-10%
2	-20%	11%	Cc1ccc(/C=C/C(=O)c2ccccc(=O)c2O)cc1C	6%
3	-30%	-12%	COC(=O)c1c(-c2cccs2)csc1NC(=O)c1ccc(OC)c(OC)c1	nt
4	4%	-2%	N#CCC(=O)N/N=C/c1cn(Cc2ccc3ccccc3c2)c2ccccc12	-1%
5	-2%	1%	CCNC(=O)Nc1cc(S(=O)(=O)Nc2ccc(OC)cc2)ccc1N1CCOCC1	nt
6	-9%	8%	CC1CCN(c2c([N+](=O)[O-])c(=O)n(-c3ccccc3)c3ccccc23)CC1	9%
7	5%	4%	CCn1c2ccccc2c2cc(NC(=O)COC(=O)c3cc(OC)c(OC)cc3OC)ccc21	-5%
8	10%&9%	4%	CC(=O)c1cccc(-n2c(CCC(=O)O)ccc2-c2ccccc2)c1	-5%

(listing goes on)
nr	FEN1 inhibitor	TDP1 inh	mol	N370S GC
9	1%	10%	Cc1ccc(C(=O)NCC(=O)OC(C)C(=O)Nc2ccc(N(C)C)cc2)cc1C (stereo unspecified)	8%
10	-8%	1%	CN1CCN(C(=O)c2ccc3c(Cl)c4c(nc3c2)CCCC4)CC1	-5%
11	-13%	6%	COc1ccc(Nc2nnc(-c3ccc(C)cc3)c3ccccc23)cc1C(=O)N1CCCCC1	-5%
12	?	8%	O=C(Nc1ccn(Cc2ccccc2)n1)c1cccc(Cn2cc([N+](=O)[O-])cn2)c1	7%
13	nt	3%	CCCCCCCCCCCCCCCC(=O)OC[C@H](COP(=O)([O-])OCC[N+](C)(C)C)OC(=O)CCCCCCCCCCCCCCC	2%
14	-10%	0%	CC(C)COP(=O)(OCC(C)C)C(O)c1ccccc1F (stereo unspecified)	-12%
15	3%	6%	COc1cccc(/C=N/n2c(-c3cccs3)n[nH]c2=S)c1	15%
16	-13%	4%	COc1ccc2cc3cc(C(=O)NCC4CCCO4)oc3nc2c1 (stereo unspecified)	?

Along the list, quoted from above:
TDP1 inh, nos. 5 to 13: 1%, 8%, 4%, 4%, 10%, 1%, 6%, 8%, 3%

More entries
nr	FEN1 inhibitor	TDP1 inh	mol	N370S GC
17	-2%	-1%	COc1ccc(CCNC(=O)CCCn2c(=O)c3ccccc3n(Cc3c(C)cc(C)cc3C)c2=O)cc1OC	nt
18	-2%	4%	CN(C)CCNC(=O)c1ccc2c(c1)N(Cc1ccc(F)cc1)CCS2	26%
19	12%	0%	O=C(NNCC(O)COc1ccccc1)c1ccccc1 (stereo unspecified)	0%
20	0%	-5%	Cc1ccc(CNC2=NCCCCC2)n1C	4%
21	-1%	-3%	CCOc1ccc(N2C(=O)CC(N(CCc3ccc(OC)c(OC)c3)C(=S)Nc3ccccc3)C2=O)cc1 (stereo unspecified)	23%
22	-1%	6%	Cn1cc(C(=O)CCl)c2ccccc21	6%
23	3%	3%	O=C(N/N=C/c1ccc(Br)o1)c1ccc2c(c1)OCCO2	-12%
24	3%	0%	Cc1oc(-c2ccccc2Cl)nc1CSCC(=O)NC1CCCC1	10%

Further entries.
nr	FEN1 inhibitor	TDP1 inh	mol	N370S GC
25	15%	3%	CC(C)c1ccc(CCNC(=O)c2ccc([N+](=O)[O-])cc2)cc1	5%
26	-7%	nt	CC(=O)Nc1ccc(S(=O)(=O)N2CCC(C(=O)NCCc3c[nH]c4ccccc34)CC2)cc1	-12%
27	9%	3%	Cn1cc(C(=O)NCc2cccs2)c(=O)c2cc(S(=O)(=O)N3CCCC3)ccc21	10%
28	-1%	12%	Cc1cc(F)ccc1S(=O)(=O)N1CCCCC1CCNC(=O)C(=O)NCc1ccccn1 (stereo unspecified)	-5%
29	-19%	3%	COc1cc(CNCCc2ccccc2)cc(Cl)c1OCc1ccccc1	?
30	3%	-5%	CC(OC(=O)c1ccco1)C(=O)NCc1cccs1 (stereo unspecified)	11%
31	5%	0%	COc1ccc(C(=O)Nc2ccc(C(=O)Nc3cccc(C)c3)cc2)cc1	11%
32	-5%	-3%	CCOc1ccc(C2CC(c3cccc(C)c3)n3nc(N)nc3N2)cc1 (stereo unspecified)	-8%

Continued, starting with the last 7 of the part before.
nr	FEN1 inhibitor	TDP1 inh	mol	N370S GC
26	-7%	nt	CC(=O)Nc1ccc(S(=O)(=O)N2CCC(C(=O)NCCc3c[nH]c4ccccc34)CC2)cc1	-12%
27	9%	3%	Cn1cc(C(=O)NCc2cccs2)c(=O)c2cc(S(=O)(=O)N3CCCC3)ccc21	10%
28	-1%	12%	Cc1cc(F)ccc1S(=O)(=O)N1CCCCC1CCNC(=O)C(=O)NCc1ccccn1 (stereo unspecified)	-5%
29	-19%	3%	COc1cc(CNCCc2ccccc2)cc(Cl)c1OCc1ccccc1	?
30	3%	-5%	CC(OC(=O)c1ccco1)C(=O)NCc1cccs1 (stereo unspecified)	11%
31	5%	0%	COc1ccc(C(=O)Nc2ccc(C(=O)Nc3cccc(C)c3)cc2)cc1	11%
32	-5%	-3%	CCOc1ccc(C2CC(c3cccc(C)c3)n3nc(N)nc3N2)cc1 (stereo unspecified)	-8%
33	0%	1%	O=C(c1cc(-c2ccccc2Cl)nc2ccccc12)N1CCN(c2ccccc2O)CC1	-8%
34	nt	7%	CC(C)C(NS(=O)(=O)c1ccc(-c2ccc(Br)cc2)cc1)C(=O)O (stereo unspecified)	-1%
35	-1%	-7%	COCCNC(=O)c1c[nH]c2ccc(S(=O)(=O)N3CCOCC3)cc2c1=O	-10%
36	-1%	-1%	CCC1(c2ccc(F)cc2)NC(=O)N(CC(=O)N2CCN(S(=O)(=O)c3ccc(Cl)cc3)CC2)C1=O (stereo unspecified)	-9%
37	-12%	1%	C=CCn1c(N)c(C(=O)NCC2CCCO2)c2nc3ccccc3nc21 (stereo unspecified)	-4%
38	-2%	3%	Cc1ccc(S(=O)(=O)N2CCN(CC(O)c3ccccc3)CC2)cc1 (stereo unspecified)	2%
39	-12%	3%[0.0935 µM]	Cc1ccc(C(=O)/C=C/c2cc(C#N)n(C)c2C)cc1	15%
40	19%	8%	CCc1ccccc1NC(=O)c1ccccc1Sc1ccc([N+](=O)[O-])cc1Cl	-21%

Carrying on:
nr	FEN1 inhibitor	TDP1 inh	mol	N370S GC
41	3%	nt	Cn1c(SCC(=O)Nc2ccc(Br)cc2)nc(O)cc1=O	8%
42	2%	-8%[0.505 µM]	COCCN(C(=O)Cc1coc2cc(C)c(C)cc12)c1c(N)n(Cc2ccccc2)c(=O)[nH]c1=O	4%
43	5%	5%	Fc1ccc(NC(=S)NN2CCOCC2)cc1Cl	0%
44	-16%	9%	COc1ccc2nc(NC(=O)c3ccccc3[N+](=O)[O-])sc2c1	-21%
45	-3%	2%	COc1ccccc1C(=O)N1CCCN(C(=O)c2ccccc2OC)CC1	-12%
46	1%	8%	C=CCN(CC(=O)NC1CCCC1)C(=O)C(=O)Nc1ccc2c(c1)OCCO2	-4%
47	-5%	2%	O=C(Nc1ccc(Cl)cc1)C1CCCN(c2cnccn2)C1 (stereo unspecified)	2%
48	3%	2%	CN1/C(=C\C(=S)NC(=O)c2ccc([N+](=O)[O-])cc2)C(C)(C)c2ccccc21	7%

The list goes on.
nr	FEN1 inhibitor	TDP1 inh	mol	N370S GC
49	3%	5%	O=C(Nc1ccc2c(c1)OCO2)c1ccc(Cl)c(S(=O)(=O)N2CCOCC2)c1	-17%
50	-19%	2%	CCOC(=O)c1ccc(NC(=O)CN2C(=O)c3cccnc3Oc3ccc(Cl)cc32)cc1	nt
51	1%	3%	O=C(NCCCn1ccnc1)c1cn(-c2ccccc2)nc1-c1ccc(F)cc1	-17%
52	-16%	10%	CCc1ccc2c(c1)[C@]1(C(=O)N2)[C@@H]2C(=O)N(Cc3ccccc3)C(=O)[C@@H]2[C@@H]2CCCN21	-1%
53	-5%	5%	COc1ccc(-c2cn3cccnc3n2)cc1NC(=O)c1cccs1	11%
54	0%	-5%	COc1cccc(NC(=S)N2CCc3cc(OC)c(OC)cc3C2COc2ccc3c(C)cc(=O)oc3c2)c1 (stereo unspecified)	9%
55	13%	8%	COc1ccc(N2C3=C(CC4=C2CCCC4=O)C(=O)CCC3)cc1	-3%
56	0%	2%	CC(=O)c1c(C)[nH]c(C(=O)COC(=O)C2(C)CC2(Cl)Cl)c1C (stereo unspecified)	nt

(cont.)
nr	FEN1 inhibitor	TDP1 inh	mol	N370S GC
57	-2%	3%	CN(CCc1cnn(C)c1)C(=O)CCc1nnc(CCCc2ccccc2)o1	-3%
58	-1%	nt	CC(=O)c1ccc(N2CCN(CC(O)c3ccccc3)CC2)cc1 (stereo unspecified)	?
59	-12%	nt	COc1ccc(C)cc1NC(=O)CSCc1ccccc1C	11%
60	17%	-1%	COc1ccc(-n2c(=O)c3ccccc3n(Cc3ccccc3Cl)c2=O)cc1	nt
61	1%	8%	COc1ccc(CNC(=O)C(C)n2c(=O)cc(C)c3c(C)nn(-c4ccccc4)c32)cc1 (stereo unspecified)	nt
62	-6%	-3%	C/C=C/C(=O)Nc1cccc(C(F)(F)F)c1	-2%
63	-11%	0%	Cc1ccccc1NC(=O)C(Cl)=C(Cl)Cl	2%
64	-1%	0%	CC(C)c1ccc(NS(=O)(=O)c2ccc3nc(-c4ccccc4)[nH]c3c2)cc1	nt

Other results follow:
nr	FEN1 inhibitor	TDP1 inh	mol	N370S GC
65	13%	nt	Cc1ccc(S(=O)(=O)N2CCOCC2)cc1C(=O)N1CCCC1	-4%
66	-5%	1%	O=C(O)c1cccc(N2C(=O)c3cccc4c(Cl)ccc(c34)C2=O)c1	?
67	-15%	-1%	O=C(NCc1ccc(F)cc1)C(=O)NCC1OCCN1S(=O)(=O)c1cccs1 (stereo unspecified)	-2%
68	nt	11%	O=C(O)c1ccccc1Cc1ccccc1	6%
69	nt	4%	CC12C=C(/C=C/CCc3ccco3)C(C)(C1)[C@H](CCc1ccco1)CC2=O (stereo partly specified)	-5%
70	8%	nt	O=C(N/N=C/c1ccco1)c1csc2c1CCCC2	1%
71	0%	-1%[12.3 µM]	CCOC(=O)c1c(-c2ccc(Br)cc2)csc1NC(=O)c1ccccc1F	nt
72	18%	5%	Cc1cc(C)c(Cn2c3ccccc3c3cnn(CC(=O)NCc4ccc(Cl)cc4)c(=O)c32)c(C)c1	nt

The listing continues.
nr	FEN1 inhibitor	TDP1 inh	mol	N370S GC
73	-8%	2%	Cn1c(C(=O)NCc2ccccc2)cc2oc3ccccc3c21	-1%
74	4%	5%	O=C(Nc1cccnc1)c1cnc2ccccc2n1	-9%
75	-5%	8%	O=C1N/C(=N\S(=O)(=O)Cc2ccccc2)S/C1=C/c1cccc([N+](=O)[O-])c1	14%
76	-4%	-1%	O=C(Cn1nnc(-c2ccc(F)cc2)n1)N1CCCCC1	-2%
77	17%	0%	NC(=O)c1cc(S(=O)(=O)N2CCN(c3cccc(Cl)c3)CC2)cs1	-15%
78	-21%	5%	Nc1c(C(=O)c2ccccc2)sc(Nc2ccccc2)c1S(=O)(=O)c1ccccc1	22%
79	-14%	6%	C/C(=N\Nc1nnc(-c2ccccc2)c(-c2ccccc2)n1)c1cccc([N+](=O)[O-])c1	17%
80	13%	11%	COc1ccc(-n2cc(-c3ccccc3)nc2SC)cc1	-8%

Next section:
nr	FEN1 inhibitor	TDP1 inh	mol	N370S GC
81	-6%	0%	O=C(CSc1cccc[n+]1[O-])Nc1ccc([N+](=O)[O-])cc1Cl	-4%
82	1%	0%	COc1ccc(-c2noc(N(C)CC(=O)Nc3cccc(C(F)(F)F)c3)n2)cc1	-17%
83	nt	-5%	CC1CCN(c2nc3ccccc3nc2C(C#N)C(=O)NC2CCCCC2)CC1 (stereo unspecified)	12%
84	6%	2%	OCC(O)C1OC(Nc2ccc(Br)cc2)C(O)C1O (stereo unspecified)	-1%

One compound at a time, from the list above:
CC(C)c1ccc(CCNC(=O)c2ccc([N+](=O)[O-])cc2)cc1 across the screens: FEN1 inhibitor: 15%; TDP1 inh: 3%; N370S GC: 5%
O=C(Cn1nnc(-c2ccc(F)cc2)n1)N1CCCCC1 across the screens: FEN1 inhibitor: -4%; TDP1 inh: -1%; N370S GC: -2%
